NCI-60 one-dose screen, 48 h, at 10 µM unless noted. Numbers give growth in % (100 = growth as untreated, 0 = no growth, -100 = all killed).
HT29 – HT29 colon cancer | AID 1794748 | 81,000 tested, 7.4% active
NCI-H226 – NCI-H226 lung cancer. 79,000 tested, 3.5% active. AID 1794732
HCT-116 – HCT-116 colon cancer | 82,000 tested, 7.3% active
COLO 205 – COLO 205 colon cancer; 79,000 tested, 7.3% active
NCI/ADR-RES – NCI/ADR-RES ovarian cells; 81,000 tested, 4.4% active; AID 1794790
NCI-H322M – NCI-H322M lung cancer; 80,000 tested, 2.7% active
HCT-15 – HCT-15 colon cancer | 82,000 tested, 5.2% active
NCI-H522 – NCI-H522 lung cancer. 78,000 tested, 8% active
NCI-H460 – NCI-H460 lung cancer; 82,000 tested, 6.8% active
* marks the source's active call; other numbers are inactive results; / = not tested or not shown; & = joins results of further samples; [ ] = dose if it differs, or a comment. Rule for the calls: active = growth percent below 10; inactive = the rest.

Molecule	HT29	NCI-H226	HCT-116	COLO 205	NCI/ADR-RES	NCI-H322M	HCT-15	NCI-H522	NCI-H460
Cc1nc(N)ncc1-c1ccc2ncnc(N3CCc4cc(F)c(Cl)cc43)c2c1	67	74	70	82	63	29	56	68	77
Nc1cccc(C(=O)O)c1C(=O)O	105&110	95&103	93&104	105&110	103&113	76&103	81&111	100&103	112&112
C/C(=N\NC(=O)c1ccc(S(N)(=O)=O)cc1)c1cc2cc(Br)ccc2o1	87	/	93	/	99	82	70	92	96
Clc1ccc(CSc2ncnc3nc[nH]c23)cc1	89	90	80	102	96	80	101	70	90
CC(=O)CC(C)(C)NC(=S)Nc1ccc(C)cc1	100	107	102	116	112	/	110	/	106
CCCc1ccccc1[N+](=O)[O-]	107	101	104	110	120	130	104	95	112
COc1ccc2ccccc2c1C=O	104&102	109&98	109&103	108&116	104&109	131&113	105&110	93	106&119
COC(=O)[C@H](C)NC(=O)[C@@H]1CCCN1C(=O)CNC(=O)[C@H](C)N	104	101	100	104	106	96	97	96	106
Nc1c(N[C@H]2C=C[C@@H](CO)C2)c(=O)c1=O	110	107	108	121	108	106	103	90	104
C/C(=C/N1CCCCC1C)[C@H]1CC[C@H]2[C@@H]3CCC4=CC(=O)CC[C@]4(C)[C@H]3CC[C@]12C (stereo partly drawn)	87	84	71	95	91	90	79	76	103
C[N+](C)(CCOc1ccccc1)Cc1cccs1	109	110	106	120	111	112	101	97	104
CCOC(=O)C1=C(c2ccccc2)N=c2s/c(=C/c3ccc(Br)cc3)c(=O)n2C1c1ccc(O)cc1 (stereo not drawn)	88	87	82	118	99	92	82	88	94
Cc1cccc(/C=C\C(=O)c2ccc(Br)cc2)c1	90	106	76	126	103	97	95	88	102
O=C1Nc2cc(-c3cccc([N+](=O)[O-])c3)ccc2/C1=C/c1ccc[nH]1	91	51	98	86	99	58	28	78	48
Nc1ccc(C(=O)O)cc1N	103	93	102	111	108	104	98	86	101
CNC(=O)c1cc(Oc2ccc3nc(NC(=O)CN4CCN(c5ccc(F)cc5)CC4)sc3c2)ccn1	81	67	50	83	66	90	87	61	80
CCN1C(=O)N(CC)C2Nn3c(s/c(=C4\C(=O)N(CCC(C)C)c5ccccc54)c3=O)=NC21 (stereo not drawn)	112	84	13	73	58	92	47	50	106
CC(c1ccccc1)n1ccnc1CO (stereo not drawn)	119	100	104	106	100	101	107	99	104
Cc1ccc(-c2cc(Cc3c(Cl)cccc3Cl)c(=O)n(Cn3ccc4ccccc43)n2)cc1C	/	96	98	98	97	114	104	99	106
CS(=O)(=O)Nc1ccc(C(=O)N=Nc2c(O)[nH]c3ccc(Cl)cc23)cc1	108	103	99	121	98	100	94	96	108
CC(C)(O)CCC1=C(O)c2ccccc2C(=O)C1=O	112	105	104	111	104	110	102	120	102
CN1C=Cc2ccccc2C1C[N+](=O)[O-] (stereo not drawn)	117	79	95	111	101	100	105	106	103
CC(=O)N1[Se][C@@H]2[C@H]([Se]1)[C@@H](NC(=O)c1ccc(Br)cc1F)C(=O)CC1=CC(C)(O)C=C(CC(=O)[C@H]2NC(=O)c2ccc(Br)cc2F)O1 (stereo partly drawn)	114	115	105	112	108	100	109	90	88
Cc1cc2cc3c(C)cc(=O)oc3c(C)c2o1	100&80	95&96	98&86	115&100	97&94	102&106	100&36	95&44	110&96
COc1ccc(/C=N\NC(=O)c2ccc3nc(-c4ccc(Br)cc4)[nH]c3c2)cc1	17	64	12	18	75	66	48	75	-48*
CCOC(=O)NNC(=O)OCC	107	91	100	114	115	117	95	106	107
C=C(C)COC(=O)c1ccccc1C(=O)OCC1(C)CO1 (stereo not drawn)	107	102	105	106	101	/	107	/	108
Cc1cc([N+](=O)[O-])ccc1NC(=O)c1ccc2c(c1)nc(-c1ccccc1)n2C1CCCCC1	44	93	66	73	88	80	52	63	87
CCCCOc1ccc(C(=O)CCN2CCCCC2)cc1	98&93	94&100	85&98	105&105	92&102	100&95	107&90	83&83	107&117
CCOC(=O)c1ccccc1OC(=O)Oc1ccccc1C(=O)OCC	112	92	98	119	105	97	97	88	106
CCN(CC)CC(O)c1ccc(F)c2ccccc12 (stereo not drawn)	99	106	97	107	104	106	103	105	98
Cn1cc(C2=C(c3cccc4ccccc34)C(=O)NC2=O)c2ccccc21	112	114	99	111	106	99	104	104	109
O=C(Nc1ncc(Cc2cc(Cl)ccc2Cl)s1)c1cccs1	24	81	35	67	35	63	23	44	34
NNc1c2ccccc2nc2ccccc12	35	48	40	68	57	76	35	33	10
Cc1nc(-c2ccccc2)sc1CC#N	105	93	108	122	109	101	102	95	103
c1ccc(-c2nn(-c3ccccc3)c3c2-c2ccccc2CS3)cc1	105	89	102	109	106	97	96	95	104

By substructure, the compounds so far with a thiophene ring, fused or not.
Molecule	HT29	NCI-H226	HCT-116	COLO 205	NCI/ADR-RES	NCI-H322M	HCT-15	NCI-H522	NCI-H460
C[N+](C)(CCOc1ccccc1)Cc1cccs1	109	110	106	120	111	112	101	97	104
O=C(Nc1ncc(Cc2cc(Cl)ccc2Cl)s1)c1cccs1	24	81	35	67	35	63	23	44	34

Other entries follow:
Molecule	HT29	NCI-H226	HCT-116	COLO 205	NCI/ADR-RES	NCI-H322M	HCT-15	NCI-H522	NCI-H460
C=CN(C(=O)N1CCN(c2cc3c(cc2F)c(=O)c(C(=O)O)cn3C2CC2)CC1)c1nc(-c2ccc(Cl)cc2)cs1	40	88	24	84	91	69	25	65	24
c1ccc2c(-c3csc(-c4c[nH]c5ncccc45)n3)c[nH]c2c1	94	90	81	71	95	98	96	98	104
CCCn1c(=O)[nH]c(N)c([C@H]2c3ccccc3Oc3[nH]c(=O)n(CCC)c(=O)c32)c1=O	85	102	32	86	95	85	49	21	111
C=C1C(=O)O[C@H]2[C@H]1CC/C(COC(=O)c1cc3ccccc3o1)=C\CC[C@@]1(C)O[C@@H]21	-50*	46	-84*	-66*	14	78	-69*	-58*	42
COc1cccc(/C=C/C(=O)/C=C(O)/C=C/c2cccc(OC)c2OC)c1OC	107	94	93	107	95	100	88	85	101
C=C(C)[C@@H]1CC=C2c3sc(Nc4cc(F)ccc4F)nc3C[C@@H](C)[C@]2(C)C1	107	100	95	115	106	101	104	90	106
Cc1ccc(Nc2n[nH]c(-c3cccs3)c2C#N)cc1	84	81	95	92	90	95	85	100	100
C=C(C)[C@@H]1CC[C@]2(C(=O)O)CC[C@]3(C)[C@H](CC[C@@H]4[C@@]5(C)CC/C(=N\OCCC#N)C(C)(C)[C@@H]5CC[C@]43C)[C@@H]12	75	73	62	90	101	94	85	72	80
Cc1ncc(-c2ccc(Cl)s2)c(NC2CCCCCC2)n1	86	100	98	101	89	88	98	90	100
O=C(NCCc1ccccc1)c1[nH]c2ccccc2c1Cl	100	73	87	99	87	99	86	96	90
OC1CCCN(Cc2ccccc2)C1 (stereo not drawn)	102	106	103	102	101	113	116	101	107
COc1ccc2cc(-c3ccnc4[nH]c(=O)[nH]c(=O)c34)ccc2c1	94	97	95	108	104	81	105	83	50

Full records as entered above. Order of values: HT29 | NCI-H226 | HCT-116 | COLO 205 | NCI/ADR-RES | NCI-H322M | HCT-15 | NCI-H522 | NCI-H460
Listed for `OC1CCCN(Cc2ccccc2)C1` (stereo not drawn) → 102 | 106 | 103 | 102 | 101 | 113 | 116 | 101 | 107
Listed for `c1ccc2c(-c3csc(-c4c[nH]c5ncccc45)n3)c[nH]c2c1` → 94 | 90 | 81 | 71 | 95 | 98 | 96 | 98 | 104
Listed for `Cc1ccc(Nc2n[nH]c(-c3cccs3)c2C#N)cc1` → 84 | 81 | 95 | 92 | 90 | 95 | 85 | 100 | 100
Listed for `C=C(C)[C@@H]1CC[C@]2(C(=O)O)CC[C@]3(C)[C@H](CC[C@@H]4[C@@]5(C)CC/C(=N\OCCC#N)C(C)(C)[C@@H]5CC[C@]43C)[C@@H]12` → 75 | 73 | 62 | 90 | 101 | 94 | 85 | 72 | 80
Listed for `C=C(C)[C@@H]1CC=C2c3sc(Nc4cc(F)ccc4F)nc3C[C@@H](C)[C@]2(C)C1` → 107 | 100 | 95 | 115 | 106 | 101 | 104 | 90 | 106

Remaining list, next part:
Molecule	HT29	NCI-H226	HCT-116	COLO 205	NCI/ADR-RES	NCI-H322M	HCT-15	NCI-H522	NCI-H460
CC(=O)OC[C@]12CC[C@@H]([C@@H](C)C(N)=O)[C@@H]1[C@H]1CC[C@@H]3[C@@]4(C)CC[C@H](OC(C)=O)C(C)(C)[C@@H]4CC[C@@]3(C)[C@]1(C)CC2	-78*[100 µM]	-59*[100 µM]	-84*[100 µM]	-53*[100 µM]	-57*[100 µM]	-78*[100 µM]	-44*[100 µM]	-61*[100 µM]	-62*[100 µM]
COc1ccc(C2=NN(c3ccc(S(N)(=O)=O)cc3)C(c3ccc(Cl)cc3)C2)c(O)c1 (stereo not drawn)	50	85	24	70	53	72	53	49	45
CCOC(=O)CNC(=O)Sc1ccc(C(C)(C)C)cc1	114	87	99	119	102	80	94	70	102
Cn1cc(C(c2coc3ccccc3c2=O)c2cn(C)c3ccccc23)c2ccccc21	105	100	99	109	110	107	100	99	111
O=C(Cn1cc(CN2CCCCC2)nn1)Nc1ccc2c(ccn2Cc2ccccc2)c1	91	91	97	95	105	99	95	107	109
CC(=O)Nc1ccc(S(=O)(=O)O)c(OC(C)=O)c1	92	96	100	105	110	103	104	89	108
O=C(Nc1nc(-c2ccccc2)cs1)c1ccccc1CN1C(=O)c2ccccc2C1=O	98	99	99	87	95	97	101	86	110
CCN(CC)CC(C)OC(=O)Nc1ccccc1Cl (stereo not drawn)	102	116	106	110	105	128	114	109	115
CCN1C(=O)N(CC)C2C1NN=C1SC(c3ccccc3)=CC(=O)N12 (stereo not drawn)	-8.7*	40	15	-40*	19	51	19	-43*	6.4*
Cc1ccc(C(=O)c2ccc3nc(-c4ccc(O)cc4)n(C)c3c2)cc1	105	102	105	110	103	110	104	102	113
C(=N\Nc1nnc2n1N=C(c1ccccc1)CS2)/c1ccccc1	109	96	113	124	96	105	100	91	101
COc1ccc(NCc2cn(-c3ccc(C(=O)O)cc3)nc2-c2ccc(C(=O)O)cc2)cc1	94	111	102	101	97	94	102	87	/
COc1ccc2c(c1)oc1c(C)c3c(c(C)c12)C(=O)NC3=O	95	94	91	102	103	96	100	86	90
CNc1c(NC)n(C)c(=O)n(C)c1=O	120	107	96	121	112	100	109	99	108
O=C(O)c1ccc(S(=O)(=O)Nc2ccccc2)cc1	100	87	100	101	102	98	106	89	110
O=C(Nc1cccc2c(OC(=O)C(Cl)Cl)c(N=Nc3ccc(S(=O)(=O)Nc4nccs4)cc3)cc(N=Nc3ccc(S(=O)(=O)Nc4nccs4)cc3)c12)C(Cl)Cl	132&104	92&94	90&85	114&88	110&98	95&79	91&102	84&73	102&95
COc1ccc(NC(=O)C2C/C(=C/N(C)C)C(=O)N2)cc1 (stereo not drawn)	92	102	101	107	108	106	100	84	114
CC(=O)OCC(OC(C)=O)C(OC(C)=O)C(OC(C)=O)C(OC(C)=O)C(/C=N/Nc1ccccc1)=N/Nc1ccccc1 (stereo not drawn)	56	73	64	97	72	65	60	41	65
CCCCCCCC(CO)CCCCC (stereo not drawn)	112	102	101	113	104	98	95	129	113
CN(C)c1ccc(/C=C2\Cc3cc4c(cc3C2=O)OCO4)cc1	89	86	98	102	104	90	97	67	106
